Compound activity deposited in PubChem by Broad Institute.
INS-1E GSIS act – primary screen for activators of insulin secretion dependent on glucose, INS-1E cells, GLuc reporter luminescence; INS-1E GLuc reporter insulin secretion, 2-3 h; activation, % at 16.6 µM; actives 0.61% (n = 370,000); AID 743287;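 active = lowest replicate activation of at least 40%, so every replicate reaches that level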;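 note: 0% = median of neutral control wells and 100% = median of IBMX positive control wells; some compounds called inactive have numbers as strong as hits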
F508del corr – correctors of CFTR F508del function in bronchial epithelial cells; CFBE cells, YFP halide quenching; stimulated with forskolin plus potentiator P3; % fluorescence drop versus neutral controls; activity (quench increase), % at 7.58 µM; actives 0.36% (n = 350,000);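 active = mean added fluorescence quench of at least 8% versus neutral control, with both replicates also reaching 8%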;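 note: cells transiently co-express mutant CFTR-F508del with the halide-sensitive YFP; corrector assay measuring rescue of mutant channel to the surface after 24 h compound exposure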
DENV2 CPE – protects cells from dengue virus 2 cytopathic effect; CPE inhibition, % at 9.99 µM; AID 651640; DENV2-infected cells, cytopathic effect rescue, plate reader; actives 1.7% (n = 350,000); in the data active = CPE inhibition above about 20%, passing the limit was not always enough; tested in BHK-21 cells;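 note: 0% = median of neutral control wells and 100% = median of positive control wells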
EWS-Fli inh – blocks EWS/Fli oncoprotein-driven transcription; A673 NR0B1-luciferase reporter, viability-normalised; inhibition, % at 12.6 µM; actives 0.67% (n = 350,000); AID 651661;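 active = mean inhibition of at least 50% after viability correction, with every replicate also passing that limit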;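 note: firefly luciferase signal divided by Alamar Blue viability fluorescence both relative to DMSO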
FN deposit inh – fibronectin deposition inhibition | actives 0.086% (n = 350,000) | AH1F fibroblasts, Alexa488-fibronectin deposition fluorescence, overnight | AID 743247 | inhibition, % at 12.6 µM;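 active = mean inhibition across replicates of 30% or more, regardless of how many single replicates reach that level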;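 note: positive control wells lacked labelled fibronectin entirely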
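Schedule: 1 h cell adhesion before compound, then overnight fibronectin incubation; test system: AH1F fibroblast monolayer depositing Alexa488-labelled fibronectin into matrix; quantity: 10000 AH1F cells per well; probe or stimulus: fluorescent fibronectin at 24 nM final; signal: fluorescence, ex 485 nm, em 525 nm; evaluation: percent inhibition as loss of matrix-bound fibronectin fluorescence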
miR-122 sensor – blocks miR-122 activity in Huh7 sensor cells; Huh7 miR-122 Renilla luciferase sensor, 48 h; neutral wells = 0, positive control = 100; activation (reporter increase), % at 12.5 µM; actives 0.3% (n = 340,000);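 active = mean replicate activation score at least 90 and every replicate individually at or above 90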;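 note: higher luciferase means less miR-122 activity so hits act as miR-122 inhibitors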
PAX8 reporter – PAX8 transcriptional activity inhibition | RMG-I TPO-luciferase reporter, SteadyGlo, 24 h | inhibition, % at 12.6 µM | actives 1.2% (n = 360,000) | AID 652154;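 active = mean replicate inhibition at least 60% with every replicate also reaching 60%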;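 note: luciferase light reporting Pax8 driven TPO promoter activity; plate controls were median of neutral control wells for no effect and mitoxantrone controls for full effect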
Active calls of the source: *; / = no result given; & = joins results of further samples; [ ] = another dose, or the depositor's remark. An unsorted share of the library; about 3.9% have a hit in one of these screens.

# | SMILES | INS-1E GSIS act | F508del corr | DENV2 CPE | EWS-Fli inh
1 | C[C@@H]1CN([C@H](C)CO)C(=O)c2cccc(NC(=O)C3CCCCC3)c2O[C@@H]1CN(C)Cc1ccc(C(F)(F)F)cc1 | -19 | 0.0 | -5 | 8
2 | C[C@H](CO)N1C[C@H](C)[C@@H](CN(C)Cc2ccc3c(c2)OCO3)Oc2ccc(NC(=O)c3ccncc3)cc2CC1=O | -5 | 0.5 | 29* | 7
3 | CCOC(=O)CN(C(=O)CSc1nnc(COc2ccc(OC)cc2)n1C)c1ccccc1 | / | / | / | /
4 | COc1ccc(C(C(=O)NC2CCCC2)N(CCO)C(=O)Cn2nnc(-c3ccc(C)o3)n2)cc1OC (stereo not drawn) | -12 | 0.2 | -4 | 2
5 | CO[C@H]1CN(C)C(=O)c2ccc(NC(=O)Nc3cccc(F)c3)cc2OC[C@H](C)N(C(=O)Nc2c(C)noc2C)C[C@H]1C | -4 | -0.8 | 6 | -7
6 | COc1cccc(N(C(=O)c2snc(C(N)=O)c2N)C(C(=O)NCC2CCCO2)c2ccc3ncccc3c2)c1 (stereo not drawn) | 0 | -1.2 | 13 | -5
7 | COCC(=O)Nc1ccc2c(c1)C(=O)N(C)C[C@H](OC)[C@H](C)CN(CCc1ccccc1)[C@@H](C)CO2 | 2 | -0.2 | 12 | 11
8 | NS(=O)(=O)c1ccc(NC(=O)CSc2n[nH]c(=O)n2C2CC2)cc1 | 25 | 4.8 | -6 | 8
9 | COCC(=O)Nc1ccc2c(c1)C(=O)N(C)[C@H]1CC[C@@H](CC(=O)Nc3ccccc3)O[C@@H]1CO2 | -1 | 2.7 | 8 | 5
10 | C[C@@H]1CN([C@@H](C)CO)C(=O)c2cccc(NC(=O)Nc3ccc4c(c3)OCO4)c2O[C@H]1CN(C)S(=O)(=O)c1ccccc1 | 10 | 9.0* | -2 | -1
11 | O=C(NCc1ccccc1)C1CC2CCCC(C1)C2=O (stereo not drawn) | / | / | / | /
12 | CCn1c(SCC(=O)NC2CC2)nc2ccccc21 | 0 | 1.6 | 6 | 7
13 | O=C(Nc1cc(F)ccc1F)N1CCCCN2[C@H](CO)[C@H](c3ccc(-c4ccncc4)cc3)[C@H]2C1 | 40 | 4.6 | 2 | 9
14 | O=C1c2ccccc2C(Nc2ccc3c(c2)OCCO3)N1Cc1ccco1 (stereo not drawn) | -7 | 0.8 | 4 | 28
15 | CNC[C@@H]1Oc2ncc(-c3cccc(C(F)(F)F)c3)cc2C(=O)N([C@H](C)CO)C[C@@H]1C | 2 | 0.6 | 10 | -25

# | FN deposit inh | miR-122 sensor | PAX8 reporter
1 | / | 2[16.7 µM] | /
2 | 3 | -2[16.7 µM] | 47
3 | -10 | 7 | -9
4 | -8 | -4 | 14
5 | -2 | / | 12
6 | 0 | -7 | -7
7 | -8 | / | 11
8 | 0 | / | 1
9 | -1 | 1[16.7 µM] | 2
10 | / | -7[16.7 µM] | 6
11 | 6 | -11 | -21
12 | -5 | -2 | 2
13 | / | 4[16.7 µM] | -28
14 | 6 | 1 | -46
15 | -8 | / | /

Continuation.
# | SMILES | INS-1E GSIS act | F508del corr | DENV2 CPE | EWS-Fli inh
16 | Cc1ccccc1CNC(=O)c1csc([C@@H]2O[C@H](CO)[C@@H](O)[C@H]2O)n1 | 7 | 1.2 | -10 | -6
17 | CCOC(=O)c1cc2sccc2n1CC(=O)C(C)(C)C | 18 | -0.2 | 1 | 3
18 | O=C(O)CCn1c(=O)n(CCC(=O)O)c(=O)n(CCC(=O)O)c1=O | 6 | 1.6 | -1 | 8
19 | O=C1N(Cc2ccccc2)c2ccc(Cl)cc2C12OCCO2 | 11 | -3.4 | -2 | 6
20 | O=c1[nH]c(SCc2cccc(F)c2)nc2c1CCCC2 | -7 | / | / | /
21 | CCCn1nnnc1NCc1ccc(OC)cc1OC | 16 | -1.5 | 2 | -2
22 | COc1ccc(S(=O)(=O)N2CCN(c3ccccc3)CC2)cc1C(=O)N1CCCC1 | 46 | -1.4 | -9 | 0
23 | CCCNC(=S)N1CCN(Cc2ccc3c(c2)OCO3)CC1 | -1 | -1.7 | 4 | 3
24 | O=C(NCC(c1cccs1)N1CCc2ccccc21)c1ccccc1 (stereo not drawn) | 8 | 3.7 | 11 | 14
25 | O=C(NCc1ccccc1)c1cc(C2CCCCN2S(=O)(=O)Cc2ccccc2)on1 (stereo not drawn) | / | 1.4 | 2 | 1
26 | N[C@@H](Cc1ccccc1)C(=O)N1CCC(C(=O)NCC(=O)Nc2ccc(F)cc2)CC1 | 1 | -0.1 | 8 | /
27 | C=CCOc1cccc(C2C(C(=O)c3cc4ccccc4o3)=C(O)C(=O)N2c2cc(C)on2)c1 (stereo not drawn) | 1 | 1.3 | -5 | /
28 | CCn1cc(C(=O)NC2CCCCC2)c(=O)c2ccc(C)nc21 | / | / | / | /
29 | O=C(N/N=C1\CC2CC=CC12)c1ccccc1Cl (stereo not drawn) | 13 | -2.0 | -4 | 2
30 | CN(CC(=O)NC1CCCCCC1)S(=O)(=O)c1ccc2c(c1)n(C)c(=O)c(=O)n2C | -11 | -2.2 | -1 | 0

# | FN deposit inh | miR-122 sensor | PAX8 reporter
16 | 0 | 4 | -29
17 | / | / | 5
18 | 1 | -3 | -7
19 | 6 | / | -10
20 | -1 | -1 | 7
21 | 3 | 2 | 2
22 | 2 | -5 | 24
23 | -9 | / | 10
24 | -4 | -10 | 8
25 | 4 | 8 | 8
26 | 0 | / | 7
27 | -6 | -5 | -20
28 | -1 | -1 | 10
29 | 7 | -5 | -7
30 | -8 | 0 | -8

F508del corr, entries above that show a hit
No. | Compound | INS-1E GSIS act | F508del corr | DENV2 CPE | miR-122 sensor
10 | C[C@@H]1CN([C@@H](C)CO)C(=O)c2cccc(NC(=O)Nc3ccc4c(c3)OCO4)c2O[C@H]1CN(C)S(=O)(=O)c1ccccc1 | 10 | 9.0* | -2 | -7[16.7 µM]

Continued:
# | SMILES | INS-1E GSIS act | F508del corr | DENV2 CPE | EWS-Fli inh
31 | COc1ccc(-n2cc(CNC3CCN(C)CC3)c(-c3cccc(F)c3)n2)cc1 | 8 | -7.6 | 2 | 13
32 | Cc1noc(C)c1S(=O)(=O)Nc1ccc2c(c1)C(=O)N([C@@H](C)CO)C[C@H](C)[C@H](CN(C)C(=O)Cc1ccccc1)OCCCC[C@H](C)O2 | -9 | -1.7 | -2 | 5
33 | C/C(=N\OCC(=O)O)c1ccc(Cl)cc1 | -28 | -2.5 | -4 | 12
34 | Cc1ccc(CNS(=O)(=O)c2ccc3c(c2)NC(=O)C(C)S3)cc1 (stereo not drawn) | 9 | -1.3 | -3 | /
35 | c1ncc(-c2ccc(C3[C@@H]4CN(Cc5ccc6c(c5)OCO6)C[C@H]3N4)cc2)cn1 (stereo partly drawn) | 5 | 0.9&-3.0 | 0&4 | 3&-4
36 | c1ccc2c(c1)CCN(C1=Nc3cccc4cccc1c34)C2 | 36 | 3.8 | 1 | -80
37 | Cc1ccc(-c2nnn(CC(=O)N(CC(=O)NC3CCCCC3)c3cccc(F)c3)n2)o1 | -28 | -1.0 | -10 | 2
38 | Cc1c(CCOC(=O)C23CC4CC(CC(C4)C2)C3)sc[n+]1Cc1ccccc1 | 11 | / | 6 | 1
39 | CCOc1ccc(-n2c(C)c(C(=O)O)c3cc(OC)ccc32)cc1 | 7 | -0.5 | -1 | 1
40 | CC(=O)C1=NN(c2ccccc2)C(c2cccs2)N1c1ccc(N(C)C)cc1 (stereo not drawn) | -27 | / | / | /
41 | CCS(=O)(=O)N1CCCCN2[C@H](CO)[C@H](c3ccc(-c4ccccc4F)cc3)[C@H]2C1 | -2 | -1.2 | 12 | -4
42 | CCOCCCNC(=O)C1CCN(C(=O)Nc2ccc(C)cc2)CC1 | 2 | / | / | /
43 | COc1ccc(CN(C)C[C@H]2Oc3ccc(NC(=O)Cc4ccccc4)cc3CC(=O)N([C@@H](C)CO)C[C@H]2C)cc1 | -2 | 5.8 | -7 | /
44 | CC(=O)c1sc(Nc2cccc3ccccc23)nc1C | -21 | 0.3 | 0 | -35
45 | COc1ccc(C(=O)CCC(=O)NCCc2c[nH]c3ccccc23)cc1OC | 10 | -1.9 | 13 | 20

# | FN deposit inh | miR-122 sensor | PAX8 reporter
31 | / | / | -2
32 | / | -1[16.7 µM] | -5
33 | 3 | / | -13
34 | -10 | 5 | -11
35 | 9 | / | -3&6
36 | 11 | 30 | -25
37 | -3 | 1 | 5
38 | -9 | -3 | 3
39 | 4 | / | -5
40 | -16 | 0 | /
41 | / | -1[16.7 µM] | -6
42 | 7 | 14 | -1
43 | / | -11[16.7 µM] | 5
44 | 13 | / | -34
45 | 4 | -1 | 0

Carrying on:
# | SMILES | INS-1E GSIS act | F508del corr | DENV2 CPE | EWS-Fli inh
46 | CC(C)C[C@H]1CNC(=S)N1C[C@H]1CCCN1C[C@H](Cc1ccc(O)cc1)N1C[C@H](Cc2ccccc2)N(CCc2ccccc2)C1=S | -12 | 2.0 | 16 | 7
47 | Cc1noc(C)c1C(=O)Nc1cccc(S(=O)(=O)N2CCCCC2)c1 | -4 | -1.9 | -11 | 5
48 | CC(C)Nc1nnc(SC(C)C(=O)NCc2ccc3c(c2)OCO3)s1 (stereo not drawn) | 19 | -3.7 | -6 | 13
49 | C[C@H]1CN([C@@H](C)CO)S(=O)(=O)c2ccc(-c3cncnc3)cc2O[C@@H]1CN(C)C(=O)Cc1ccccc1 | 3 | -1.6 | -1 | -16
50 | O=C(/C=C/c1cc(Br)ccc1F)OCC(=O)N1CCOCC1 | 6 | -2.8 | -5 | 13
51 | CCCCC(=O)N1CC(=O)Nc2ccc(F)cc2C1c1ccc(F)cc1 (stereo not drawn) | -1 | 2.3 | 12 | 10
52 | Cc1ccc(NC(=O)C2CCCN(S(=O)(=O)c3cnc[nH]3)C2)cc1F (stereo not drawn) | -4 | -3.6 | 1 | -4

# | FN deposit inh | miR-122 sensor | PAX8 reporter
46 | 2 | 4 | 27
47 | 3 | 0 | 3
48 | 2 | / | -17
49 | / | 0[16.7 µM] | -2
50 | 1 | -12 | 10
51 | -3 | -3 | -6
52 | 0 | 1 | -7

Compounds shown so far with an aryl methoxy group, in the order listed:
# | SMILES | INS-1E GSIS act | F508del corr | DENV2 CPE | EWS-Fli inh
3 | CCOC(=O)CN(C(=O)CSc1nnc(COc2ccc(OC)cc2)n1C)c1ccccc1 | / | / | / | /
4 | COc1ccc(C(C(=O)NC2CCCC2)N(CCO)C(=O)Cn2nnc(-c3ccc(C)o3)n2)cc1OC (stereo not drawn) | -12 | 0.2 | -4 | 2
6 | COc1cccc(N(C(=O)c2snc(C(N)=O)c2N)C(C(=O)NCC2CCCO2)c2ccc3ncccc3c2)c1 (stereo not drawn) | 0 | -1.2 | 13 | -5
21 | CCCn1nnnc1NCc1ccc(OC)cc1OC | 16 | -1.5 | 2 | -2
22 | COc1ccc(S(=O)(=O)N2CCN(c3ccccc3)CC2)cc1C(=O)N1CCCC1 | 46 | -1.4 | -9 | 0
31 | COc1ccc(-n2cc(CNC3CCN(C)CC3)c(-c3cccc(F)c3)n2)cc1 | 8 | -7.6 | 2 | 13
39 | CCOc1ccc(-n2c(C)c(C(=O)O)c3cc(OC)ccc32)cc1 | 7 | -0.5 | -1 | 1
43 | COc1ccc(CN(C)C[C@H]2Oc3ccc(NC(=O)Cc4ccccc4)cc3CC(=O)N([C@@H](C)CO)C[C@H]2C)cc1 | -2 | 5.8 | -7 | /
45 | COc1ccc(C(=O)CCC(=O)NCCc2c[nH]c3ccccc23)cc1OC | 10 | -1.9 | 13 | 20

# | FN deposit inh | miR-122 sensor | PAX8 reporter
3 | -10 | 7 | -9
4 | -8 | -4 | 14
6 | 0 | -7 | -7
21 | 3 | 2 | 2
22 | 2 | -5 | 24
31 | / | / | -2
39 | 4 | / | -5
43 | / | -11[16.7 µM] | 5
45 | 4 | -1 | 0
